EPAC2 ag: EPAC2 (human) agonism. EPAC2 activation, biochemical qHTS; response scale: 100% = 6.5 mM cAMP response. Potency, µM (top dose mostly 154 µM), for inactives: at the top dose activation, hits mostly activators. 360,000 compounds, 0.079% hits; further: potency means the concentration at half of the fitted maximal effect; nearly all actives have a fitted effect of over 50% in size
Target sequence (Q8WZA2 whole entry, looked up): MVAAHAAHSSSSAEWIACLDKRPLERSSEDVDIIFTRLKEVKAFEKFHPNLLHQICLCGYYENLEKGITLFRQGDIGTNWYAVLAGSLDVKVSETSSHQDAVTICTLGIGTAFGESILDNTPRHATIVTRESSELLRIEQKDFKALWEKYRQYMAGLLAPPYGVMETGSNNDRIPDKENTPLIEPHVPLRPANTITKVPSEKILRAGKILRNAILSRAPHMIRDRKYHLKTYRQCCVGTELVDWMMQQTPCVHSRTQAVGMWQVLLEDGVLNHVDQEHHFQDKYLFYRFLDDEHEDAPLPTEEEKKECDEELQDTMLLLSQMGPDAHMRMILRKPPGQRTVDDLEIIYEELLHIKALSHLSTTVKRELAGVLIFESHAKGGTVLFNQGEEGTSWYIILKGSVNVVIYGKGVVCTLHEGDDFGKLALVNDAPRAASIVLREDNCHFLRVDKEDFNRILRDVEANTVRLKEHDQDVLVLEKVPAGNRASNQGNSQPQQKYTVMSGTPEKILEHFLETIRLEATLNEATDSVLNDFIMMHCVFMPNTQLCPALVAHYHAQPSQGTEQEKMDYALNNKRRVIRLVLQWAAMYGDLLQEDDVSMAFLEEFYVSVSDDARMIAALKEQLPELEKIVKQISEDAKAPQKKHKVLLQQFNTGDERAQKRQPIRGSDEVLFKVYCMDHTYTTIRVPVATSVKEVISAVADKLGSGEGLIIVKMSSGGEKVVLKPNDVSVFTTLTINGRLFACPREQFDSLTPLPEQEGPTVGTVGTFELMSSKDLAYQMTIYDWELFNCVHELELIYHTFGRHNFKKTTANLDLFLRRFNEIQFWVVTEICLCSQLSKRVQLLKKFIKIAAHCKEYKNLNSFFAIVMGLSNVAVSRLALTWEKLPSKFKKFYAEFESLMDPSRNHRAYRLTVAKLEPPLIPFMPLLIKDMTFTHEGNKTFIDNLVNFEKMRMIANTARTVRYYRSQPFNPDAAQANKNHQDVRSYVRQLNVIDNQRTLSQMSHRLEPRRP
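Compounds were titrated in qHTS against a Rap1B-BODIPY-GDP (250 nM) complex with EPAC2 (100 nM) and GDP (50 uM). BODIPY-GDP release tracked at 480/540 nm over 30 min at room temperature, normalized to 6.5 mM cAMP.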
DRD3 antagonist: blocks the human D3 dopamine receptor; AID 652054; 360,000 compounds, 2.5% hits; max response, negative = inhibition, %; D3R cells, DiscoveRx beta-arrestin luminescence, antagonist mode; active compounds read low; in the data active means max response below about -50%; inconclusive means no clear call, values can overlap the other calls; further: on the % scale 0 is the no-effect control and ±100 the full control effect; mostly tested at two doses, the higher about 12 µM
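Cells expressing the human receptor were seeded at 1500 cells/well, incubated overnight at 37 degrees C in 5% CO2, then exposed to library compounds with dopamine controls for 90 minutes at 37 degrees C before luminescent detection.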
aSyn yeast inh: alpha-synuclein toxicity inhibition in yeast | Yeast expressing alpha-synuclein, growth rescue, BacTiter-Glo, 24 h | Potency, µM (top dose mostly 46.1 µM), for the others: top-dose growth rescue (activation), most hits filed as activators | 370,000 compounds, 0.14% hits; further: potency means the concentration at half of the fitted maximal effect; % of control where 0% means no effect; nearly all actives have a fitted effect of over 65% in size
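Screening used galactose-induced yeast with toxic alpha-synuclein levels, exposed to compound for 24 hr at 30 deg C. Cell growth, read with BacTiter-Glo luminescence, gave the measured signal.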
DRD3 agonist: agonists of human D3 dopamine receptor; D3R DiscoveRx beta-arrestin cells, luminescence, 90 min; P35462; max activation, %; 410,000 compounds, 0.58% hits; AID 652048; in the data active means max activation above about 30%; further: 0% is about no effect; mostly tested at two doses, the higher about 12 µM
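Agonist mode: compounds and dopamine controls were applied to plated cells for 90 min at 37 degrees C after an overnight attachment at 1500 cells/well. Luminescent read-out followed 30 - 60 minutes at room temperature with DiscoveRx detection reagent.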
EPAC2 antagonist: antagonists of human EPAC2. EPAC2 GEF exchange of Rap1B-BODIPY-GDP, fluorescence. Potency, µM (highest dose often 114 µM), for inactives: top-dose activity, negative = inhibition, actives largely listed as inhibitors. 360,000 compounds, 0.18% hits. AID 720708; further: potency means the concentration at half of the fitted maximal effect; on the % scale 0 is the no-effect control and ±100 the full control effect; nearly all actives have a fitted effect of over 45% in size; many of its hits are not listed in these tables
FUS suppressor: suppressors of FUS proteinopathy in yeast; AID 1347120; S. cerevisiae FUS-expressing, growth rescue, OD600, 24 h; Potency, µM (top dose mostly 76.6 µM), for inactives: top-dose growth rescue (activation), usual class: activators; 390,000 compounds, 0.24% hits;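 further: potency means the concentration at half of the fitted maximal effect; plate controls were DMSO vehicle for no effect and reference control for full effect; nearly all actives have a fitted effect of over 55% in size; some results filed as inactive show a strong effect at the top dose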
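Steps: raffinose overnight preculture; dilution to OD 0.005 in 2% galactose minimal medium; compound addition (concentration series); 24hr at 30C, 99% humidity; absorbance read at 600 nm.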
TDP43 rescue: inhibitors of TDP-43 toxicity in yeast; Potency, µM (titrated, usually from 46.1 µM), for inactives: at the highest dose growth rescue (activation), usual class: activators; TDP-43 expressing yeast growth rescue, BacTiter-Glo, 24 h; 410,000 compounds, 1.8% hits; further: potency means the concentration at half of the fitted maximal effect; % of control where 0% means no effect; nearly all actives have a fitted effect of over 50% in size
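Yeast expressing TDP-43 (pregrown in raffinose, seeded at OD600=0.02 in galactose medium) exposed to compounds 24 hr at 30 deg C. Growth read by BacTiter-Glo luminescence; rescue of toxicity appears as increased signal.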
Abeta yeast res: restores growth of yeast expressing A-beta42 peptide; Potency, µM (series often up to 46.1 µM), without a hit: top-dose growth rescue, usual class: activators; 410,000 compounds, 0.063% hits; yeast expressing A-beta42, growth rescue, OD600, 48 h; response scale: 0% DMSO, 100% iron-clioquinol control; further: potency means the concentration at half of the fitted maximal effect; nearly all actives have a fitted effect of over 55% in size
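Yeast A-beta toxicity model in growth medium with pinned compounds, 48 h at 30 C; growth read as absorbance at 600 nm. Normalized to FeCl3/clioquinol equimolar mix (positive) and DMSO (negative).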
The depositor's hits bear a star; ? = inconclusive; . = no result given; [ ] = another dose, or the depositor's remark. Unless noted, the call rests on the fitted dose curve; in most records, active means well fitted curve in the direction sought with a large enough effect; inconclusive means small, poorly fitted or top-dose-only effect, or another doubt; inactive means no such curve, though single readings can be large; an effect the other way counts as inactive or inconclusive. A portion of the library; rates above refer to the full screens.

SMILES	EPAC2 ag	DRD3 antagonist	aSyn yeast inh	DRD3 agonist	EPAC2 antagonist	FUS suppressor	TDP43 rescue	Abeta yeast res
COc1ccccc1N1CCN(C(=O)c2cc(=O)c3cc(C)cc(C)c3o2)CC1	19.1%	-21.3	3.6%	-10.6	3.5%	0.9%	?	6.7%
COc1ccc(-n2c(CNC(=O)c3cc(OC)c(OC)c(OC)c3)n[nH]c2=S)cc1	0.8%	?	-1.7%	-5.7	8.3%	10.4%	-24.0%	-7.0%
COc1ccc(N(CC(=O)NC2CCCCC2)C(=O)CCCC(=O)Nc2ccccn2)c(OC)c1	1.5%	11.9	0.6%	-3.0	-6.3%	24.9%	-3.4%	6.3%
O=C(c1coc2ccc(O)cc12)C1CC1	1.8%	?	-2.5%	-5.2	3.0%	8.7%	-2.2%	-2.5%
O=C(NC1CCN(Cc2ccccc2)CC1)c1cc(Br)c(Br)[nH]1	-12.3%	-86.7*	-9.7%	-22.1	-11.9%	11.1%	-22.2%	4.1%
Cc1ccc(N2CC(C(=O)N3CCc4ccccc4C3)CC2=O)cc1 (stereo unspecified)	4.2%	4.3	?	0.6	-0.1%	2.8%	0.0%	4.1%
CC(C(=O)N1CCCC1)N1CCN(S(=O)(=O)c2ccc(OC(F)(F)F)cc2)CC1 (stereo unspecified)	3.1%	-4.6	3.6%	3.2	-12.5%	.	-11.0%	1.9%
CCOC(=O)C1CCCN(c2c(NCCN3CCCCC3CC)c(=O)c2=O)C1 (stereo unspecified)	-4.3%	-0.5	-5.3%	2.5	0.2%	0.1%	13.9%	-14.0%
CCOc1ccc(NC(=O)c2cnccn2)cc1	-3.0%	-25.6	-17.7%	6.8	1.4%	-7.6%	13.6%	-0.3%
CN1CCN(NC(=O)c2ccc(COc3ccccc3Br)o2)CC1	4.9%	4.3	1.8%	-0.5	-2.1%	-8.8%	-8.1%[0.397 µM]	5.1%
O=C(NCc1ccco1)c1ccc2c(c1)N(Cc1ccccc1F)C(=O)c1ccccc1S2(=O)=O	.	.	.	9.4	.	16.7%	?	9.5%
Cc1cccc(N(CC(=O)Nc2ccccc2C(F)(F)F)S(=O)(=O)c2ccccc2)c1C	.	.	.	-19.5	.	?	1.2%	-3.3%

Sorted by SMILES length (falling): 3 of the compounds above
SMILES	EPAC2 ag	DRD3 antagonist	aSyn yeast inh	DRD3 agonist	EPAC2 antagonist	FUS suppressor	TDP43 rescue	Abeta yeast res
COc1ccc(N(CC(=O)NC2CCCCC2)C(=O)CCCC(=O)Nc2ccccn2)c(OC)c1	1.5%	11.9	0.6%	-3.0	-6.3%	24.9%	-3.4%	6.3%
COc1ccccc1N1CCN(C(=O)c2cc(=O)c3cc(C)cc(C)c3o2)CC1	19.1%	-21.3	3.6%	-10.6	3.5%	0.9%	?	6.7%
CN1CCN(NC(=O)c2ccc(COc3ccccc3Br)o2)CC1	4.9%	4.3	1.8%	-0.5	-2.1%	-8.8%	-8.1%[0.397 µM]	5.1%

Continuation.
SMILES	EPAC2 ag	DRD3 antagonist	aSyn yeast inh	DRD3 agonist	EPAC2 antagonist	FUS suppressor	TDP43 rescue	Abeta yeast res
C[C@]12c3[nH]c4cc(-c5ccco5)ccc4c3CCN1C(=O)[C@@H](CC(=O)NCCC1=CCCCC1)C[C@@H]2C(=O)N1CCCCC1	-6.3%	5.6	8.0%	7.8	14.8%	44.5%	?	8.3%
COc1cccc(-n2c(SCC(=O)N3CCc4ccccc43)nc3c([nH]c4ccccc43)c2=O)c1	.	.	2.7%	5.3	.	-16.3%	24.1%	-5.1%
CC(=O)N1CCN(c2ccccc2NC(=S)NC(=O)c2cc3ccccc3o2)CC1	3.8%	2.1	-9.3%	-3.9	-2.8%	?	13.7%	-1.6%
COc1ccccc1NC(=O)c1cc([N+](=O)[O-])ccc1N1CCOCC1	3.3%	2.3	2.7%	2.2	-4.4%	7.9%	?	20.8%
COc1ccc(CCNC(=O)CCCn2nc(C)c([N+](=O)[O-])c2C)cc1OC	8.3%	4.7	-7.7%	1.3	2.5%	12.6%	-6.6%	-0.7%
CCCCn1c(SCC(=O)NCc2ccc(C)cc2)nc2c(sc3ccccc32)c1=O	.	.	.	3.0	.	-4.3%	18.5%	-1.7%
Cc1cc(S(=O)(=O)N(C)CCc2ccccc2)ccc1-n1cnnn1	5.6%	0.0	-2.4%	-3.6	-3.0%	-22.6%	3.7%	-4.0%[9.22 µM]
COC(=O)c1cc(Cl)nc2ccccc12	-5.4%	-12.5	0.3%	2.8	-20.6%	0.8%	10.7%	22.3%
CCS(=O)(=O)NCCCc1ccccc1	4.4%	-19.4	-0.8%	-2.9	13.8%	0.6%	18.2%	15.3%
CC(CC(=O)Nc1ccc2c(c1)c(=O)n(C)n2-c1ccccc1)c1ccccc1 (stereo unspecified)	7.7%	-78.3*	?	-18.2	8.8%	27.5%	0.0%	-6.4%
COc1ccccc1C1C(C(C)=O)=C(O)C(=O)N1CCc1ccccc1 (stereo unspecified)	-1.4%	-20.2	1.1%	4.8	-9.4%	38.9%	1.0%	-13.3%
FC(F)(F)c1cc(Nc2nc3ccccc3c3nncn23)ccc1Cl	.	.	.	9.4	.	17.7%	0.0%	-3.4%
CCn1cc(CNC(=O)C2CCC(=O)N(Cc3ccccc3F)C2)cn1 (stereo unspecified)	2.3%	13.9	1.0%	9.0	9.6%	-9.1%	-2.2%	4.0%
Cc1cc(C)c2cc(C#N)c(NCCCNC(=O)c3ccncc3)nc2c1	1.4%	40.5	1.2%	4.4	6.2%	0.6%	17.2%	4.7%
C=CCn1c(SCC(=O)NNC(=S)Nc2ccccc2)nnc1-c1ccccc1	-3.9%	-4.0	-4.6%	3.3	6.8%	9.3%	17.4%	5.4%
CC(=O)NCCn1c(SCC#N)nc2ccccc2c1=O	4.1%	-6.8	1.1%	0.0	3.6%	11.3%	-6.1%	5.8%
CC(C)(Oc1ccc(Cl)cc1)C(=O)Nc1ccc2oc(=O)ccc2c1	12.8%	10.3	-1.0%	-6.0	12.1%	.	19.4%	-16.9%
CC(C)(C)C(=O)Nc1cc(C(F)(F)F)ccc1-n1ccnc1	14.4%	?	-0.3%	-9.9	3.5%	30.9%	-0.3%[0.397 µM]	1.1%
C[C@H](CO)N1C[C@H](C)[C@@H](CN(C)S(=O)(=O)c2ccccc2)Oc2c(NS(=O)(=O)c3ccccc3)cccc2C1=O	2.1%	-10.6	-0.8%	-24.9	18.6%	?	-21.9%	-17.1%
Oc1[nH]c2ccccc2c1N=Nc1ccccn1	9.1%	1.4	-2.0%	5.3	1.5%	.	14.6%	2.1%
O=C(O)c1cc(-c2ccc(Cl)cc2)n(-c2ccc(F)cc2)n1	9.0%	-11.0	13.5%	-6.6	1.2%	5.0%	-19.8%	-6.2%
OCC[C@H]1C[C@@H](O)[C@H](O)[C@@]2(CCCO2)O1	4.9%	9.6	2.1%	-7.6	-9.6%	-36.7%	8.7%	-4.0%
O=C(CN1CCN(c2ccc(Cl)cc2)CC1)NCc1ccccc1	4.2%	15.0	0.8%	2.1	1.2%	-3.8%	-10.5%[0.397 µM]	-6.0%
COc1ccccc1OCCn1cc(C(=O)c2ccco2)c2ccccc21	21.2%	11.2	14.3%	1.4	-4.0%	29.7%	?	19.7%
Cc1cc(NS(=O)(=O)c2ccc(NC(=O)/C=C/c3c(F)cccc3Cl)cc2)no1	7.6%	0.4	-3.7%	-4.1	-2.3%	17.4%	0.2%	5.2%
COCCNC(=O)c1c(N)n(CCCn2ccnc2)c2nc3ccccc3nc12	-0.8%	-3.0	-5.7%	-3.3	-3.0%	4.6%	7.2%	-10.5%
O=S(=O)(c1ccc(=S)[nH]c1)N1CCCC1	1.7%	?	-5.3%	-6.7	2.5%	0.8%	9.9%	3.0%
c1ccc(CN2CCOCCOCCOCCOCCOCCOCC2)cc1	-0.9%	14.8	4.5%	-7.0	1.0%	21.1%	13.8%	-1.0%
O=C(Nc1ccc(Cl)cc1)N1CCC(c2nc(-c3ccccc3Cl)no2)CC1	20.9%	17.7	13.8%	1.4	5.7%	26.8%	17.8µM*	-40.8%[inhibitor]
CCCCN(C)C(=O)c1cc2c(Cl)nc3ccccc3c2s1	14.6%	7.2	25.6%	18.2	-25.6%	?	?	0.4%
CC(C)CN(C(=O)COC(=O)c1cccc2ccccc12)c1c(N)n(Cc2ccccc2)c(=O)[nH]c1=O	-5.6%	8.6	5.0%	0.9	3.9%	0.8%	3.3%	-9.8%
O=C(COC(=O)COc1ccc(Cl)cc1)Nc1ncc(Br)s1	4.0%	14.4	-0.7%	-1.0	2.4%	24.3%	-36.9%[inhibitor]	-2.7%
O=[N+]([O-])c1c(NCc2ccccc2)cc(N2CCc3ccccc3C2)c2nonc12	0.5%	-0.4	11.2%	-7.2	5.6%	6.0%	-10.7%	-1.9%
NS(=O)(=O)c1cccc(NC(=O)CCSc2ccccc2Cl)c1	-4.9%	17.7	3.4%	-1.3	-12.6%	.	8.6%	5.3%
COCC(C)NC(=O)C(C)N1c2cccc3cccc(c23)S1(=O)=O (stereo unspecified)	6.7%	-1.8	6.0%	-0.4	5.9%	5.4%	5.4%	-1.7%
CCC(C)NC(=O)c1ccc2c(SCC(=O)O)c3c(nc2c1)CCCC3 (stereo unspecified)	4.0%	-3.0	5.9%	-11.4	11.2%	6.4%	22.9%	8.6%
CCOc1ccc2c(c1)c(=O)c(S(=O)(=O)c1ccc(C)cc1)cn2Cc1ccccc1Cl	.	.	.	6.4	.	6.7%	27.5%	-1.2%
CC(OC(=O)CCSc1ccccc1)C(=O)Nc1ccc(S(N)(=O)=O)cc1 (stereo unspecified)	-0.5%	-5.9	-2.2%	-9.1	-1.0%	15.4%	-21.9%	-2.7%
CCOC(=O)C1(CCCc2ccccc2)CCN(C2CCN(C(C)=O)CC2)CC1	7.9%	2.3	0.9%	2.7	6.1%	-0.1%	17.5%	0.8%
Cc1ccc(/C=C(\NC(=O)c2ccccc2)C(=O)NCC2CCCO2)o1 (stereo unspecified)	0.5%	-7.7	4.8%	0.2	-9.3%	-9.9%	3.8%	0.0%
Cc1c(C(=O)N2CCC(C)CC2)c(S(=O)(=O)Nc2cccc(C(F)(F)F)c2)c(C)n1C	.	.	.	-5.6	.	42.1%	?	-6.8%
CC(C)(C)NCc1cccn1-c1sc2c(c1C#N)CCCC2	-3.3%	-5.8	0.5%	-8.1	9.9%	.	19.6%	0.0%
C=CCn1c2ccccc2c2nnc(SCC(=O)OCN3C(=O)c4ccccc4C3=O)nc21	-11.2%	-5.5	-11.0%	2.3	0.0%[57.1 µM]	-17.3%	-21.6%	3.6%

Screening results: PubChem BioAssay, National Center for Advancing Translational Sciences (NCATS)
